Compound activity as filed in PubChem.
BL2 CD40 inh – CD40 pathway inhibition in BL2 cells; BL2 NF-kB luciferase reporter, CD40L-induced, 4 h; inhibition, % at 10 µM; 83,000 compounds, 0.94% hits;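 active = mean inhibition of at least 50% with a set share of replicates also reaching that level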;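 note: 0% = neutral control wells and 100% = IKK inhibitor VII at 50 µM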
Active calls of the source: *; [ ] = another dose, or the depositor's remark. Only part of the results is shown (hit frequency here may not be typical).

SMILES	BL2 CD40 inh
CC(C)CC#Cc1ccc([C@H]2[C@@H](CO)N3C(=O)CN(C(=O)c4cccc(F)c4)C[C@@H]23)cc1	5[25 µM]
CN(C)Cc1cn(CC[C@@H]2CC[C@@H](NC(=O)Cc3cccnc3)[C@H](CO)O2)nn1	3[25 µM]
C[C@@H]1CN([C@@H](C)CO)C(=O)c2c(c3ccccc3n2C)-c2ccccc2CO[C@@H]1CN(C)Cc1ccccc1	39
OC(CN1CCOCC1)(c1ccccc1)c1ccccn1 (stereo not given)	-1
C[C@@H]1CCCCO[C@@H](CN(C)S(=O)(=O)c2ccc(F)cc2)[C@H](C)CN([C@@H](C)CO)C(=O)c2cc(N(C)C)ccc2O1	7[25 µM]
C[C@@H]1CCCCO[C@H](CN(C)Cc2ccncc2)[C@H](C)CN([C@H](C)CO)C(=O)c2cc(NC(=O)Cc3ccccc3)ccc2O1	1[25 µM]
C[C@H](CO)N1C[C@H](C)[C@H](CN(C)C(=O)Nc2ccc(F)cc2)Oc2c(cccc2N(C)C)C1=O	-8[25 µM]
O=C1CC(C(=O)Nc2cccc(F)c2)n2c(nc3ccccc32)N1 (stereo not given)	0
COc1ccccc1S(=O)(=O)N(C)C[C@H]1OCc2ccccc2-c2c(n(C)c3ccccc23)C(=O)N([C@H](C)CO)C[C@H]1C	7
c1ccc2c(c1)CCN(c1nc3cc4c(cc3s1)OCO4)C2	-77
C[C@@H]1CCCCO[C@H](CN(C)S(=O)(=O)c2ccccc2)[C@@H](C)CN([C@H](C)CO)C(=O)c2cc(NC(=O)Nc3ccc4c(c3)OCO4)ccc2O1	0[25 µM]
COc1ccc2c3c([nH]c2c1)[C@@H](CO)N(C(=O)c1ccc(F)cc1)CC31CCN(S(=O)(=O)c2cccs2)CC1	10[25 µM]
COc1ccccc1-c1ccc([C@@H]2[C@@H](CO)N(C(=O)C3CCOCC3)[C@H]2C#N)cc1	-6[25 µM]
CCCC#Cc1cnc2c(c1)C(=O)N([C@@H](C)CO)C[C@H](C)[C@H](CN(C)C(=O)Cc1ccncc1)O2	-3[25 µM]
COc1ccccc1NC(=O)Nc1nc(CC(=O)NCc2cccnc2)cs1	-7
COCC#Cc1ccc([C@@H]2[C@@H](CO)N3C(=O)CN(C(=O)CN4CCOCC4)C[C@H]23)cc1	-7[25 µM]
CC(=O)c1ccc(NC(=O)COc2ccc3c(c2)OCO3)cc1	-20
COc1cc2c3c(c1)C(C)CC(C)(C)N3C(=O)C2=O (stereo not given)	3
CCNC(=O)COC(=O)c1[nH]c(C)c(C(=O)OC)c1C	-35
C[C@@H]1CN([C@H](C)CO)C(=O)c2c(c3ccccc3n2C)-c2ccccc2CO[C@H]1CN(C)Cc1ccc(F)cc1	-1
CC(C)C(NC(=O)c1c(F)cccc1F)C(=O)NCc1ccncc1 (stereo not given)	1
COc1ccc(NC(=O)Nc2ccc3c(c2)C(=O)N([C@H](C)CO)C[C@H](C)[C@H](CN(C)Cc2ccc(C(F)(F)F)cc2)OCCCC[C@@H](C)O3)cc1	-2
Cc1ccc(SCC(=O)Nc2cccc(S(=O)(=O)N3CCOCC3)c2)cc1C	8
Cc1nc(NCC2CCCO2)nc2c1C(=O)CC(C)(C)C2 (stereo not given)	11
COC(=O)[C@@H](NC(=O)N1CCC(C)CC1)C(C)C	17
COCCNC(=O)[C@@H]1[C@@H](CO)[C@@H]2Cn3c(ccc(-c4ccc(F)cc4)c3=O)[C@H]1N2C(=O)NC(C)C	-3[25 µM]
CN(C)Cc1cn(CC[C@@H]2CC[C@H](NC(=O)Cc3cccnc3)[C@@H](CO)O2)nn1	-3[25 µM]
O=C(Cn1c(Cc2ccccc2)nc2ccccc21)NCc1ccc2c(c1)OCO2	1
COc1ccc2cc(C(=O)NCc3ccccc3CN3CCCC3)ccc2c1	-8
O=C(CN1CCCC1c1ccc2c(c1)OCCO2)NC(=O)Nc1ccccc1 (stereo not given)	1
Cc1nn(CCc2n[nH]c(=S)n2C)c(C)c1Br	15
CCOc1ccc(S(=O)(=O)NCCC(=O)OCC(=O)c2ccc(NC(C)=O)cc2)cc1	-5
O=C(NCc1ccco1)c1cnn2c(C(F)F)cc(-c3ccccc3)nc12	5
CCCC#Cc1ccc([C@H]2[C@@H](CO)N(C(C)=O)[C@H]2CN(C)S(C)(=O)=O)cc1	5[25 µM]
Cc1ccc(C(CNC(=O)C(=O)Nc2ccc3c(c2)OCCO3)N2CCN(C)CC2)cc1 (stereo not given)	3
c1ccc2oc(SCc3nc4ccccc4s3)nc2c1	-44
O=C(CCCc1cccs1)Nc1ccc2c(c1)OCO2	-89
O=C(Nc1ccc(N2CCCC2=O)cc1)c1cncc(Br)c1	-26
COc1ccc(C(=O)c2c[nH]c(C(=O)N=CN(C)C)c2)cc1	-16
O=C(Nc1ccccc1Oc1ccccc1)c1cccc([N+](=O)[O-])c1	11
O=C(NCc1ccc(Cl)cc1)N1CCOCC1	5
Cc1nc(C)c(CC(=O)N/N=C/c2ccc(O)cc2)c(=O)[nH]1	2
COc1ccc2[nH]c(C(=O)N3CCN(Cc4ccccc4)CC3)cc2c1OC	0
COCc1nnc(NC(=O)CC(C)C)s1	6
O=C(C1CC(=O)N(c2ccccc2)C1)N1CCC(c2nc3ccccc3[nH]2)CC1 (stereo not given)	0
CN(Cc1ccccc1F)C(=O)CNC(=O)Cc1cccc2ccccc12	3
O=C(c1ccc([N+](=O)[O-])cc1)N(c1ccccn1)c1ccccn1	4
Cc1cc(C)nc(SCc2csc(N)n2)n1	-19
O=C(CN(Cc1ccccc1)S(=O)(=O)c1ccc(F)cc1)NCc1cccnc1	8
COc1ccc(C(=O)Nc2oc(-c3ccccc3)c(-c3ccccc3)c2C#N)cc1	7

Carrying on:
SMILES	BL2 CD40 inh
COc1cccc2c1nc(C)c1cc(C)oc12	-58
Cn1c(=O)oc2cc(S(=O)(=O)NCCC(=O)N3CCN(c4ccccc4)CC3)ccc21	9
COCC(=O)N1CC(=O)N2[C@H](C1)[C@H](c1ccc(C#CC3CC3)cc1)[C@@H]2CO	-12[25 µM]
COc1ccc(S(=O)(=O)NC2CCc3ccccc32)cc1OC (stereo not given)	6
CC(=O)Nc1ccc(C(=O)NNC(=O)c2ccccc2-n2cccc2)cc1	-3
O=C(CCN1CCOCC1)N1CCc2c([nH]c3ccccc23)C1c1cccc(Cl)c1 (stereo not given)	5
COCC(=O)N1CCC2(CC1)CN(C(=O)c1ccccn1)[C@H](CO)c1c2c2ccc(OC)cc2n1C	-6[25 µM]
COc1ccc(Cc2cnc(N)s2)cc1	1
Cc1cccc(CCNC(=O)CCc2nnc(CCc3ccccc3)o2)n1	-29
COc1ccc(CNC(=O)CCCn2nc(C)n3c(cc4sccc43)c2=O)cc1	-2
CC(=O)Nc1sc2c(c1C#N)CCCCC2	-31
CCOC(=O)c1[nH]c2cc3c(cc2c1NC(=O)CN1CCC(C)CC1)OCO3	9
O=C(COc1ccc2c(c1)OCO2)NCc1cccs1	-31
CN(C)CC(=O)N1[C@@H]2Cn3c(ccc(C4=CCCC4)c3=O)[C@H]1[C@@H](C(=O)NCC1CC1)[C@@H]2CO	6
COCCN(C(=O)COC(=O)Cc1cccc(OC)c1)c1c(N)n(CC(C)C)c(=O)[nH]c1=O	4
CCN=C1SC(CC(=O)NCCc2ccc(OC)cc2)C(=O)N1CC (stereo not given)	9
COc1ccc(NS(=O)(=O)c2cccc(C(=O)N/N=C(/C)c3ccc(-n4ccnc4)cc3)c2)cc1	6
c1ccc(-c2cc3c(N4CCCC4)ncnc3s2)cc1	-11
COC(=O)c1ccc(C(=O)OC)c(NC(=O)Cc2cccs2)c1	5
O=C(Nc1ccon1)c1cc2c(s1)CCCCCC2	-82
COc1ccc(OCC#CCN2CC(C)OC(C)C2)cc1 (stereo not given)	5
CC(C)NC(=O)NCC[C@@H]1CC[C@H](NS(=O)(=O)c2ccc(Oc3ccccc3)cc2)[C@@H](CO)O1	-4[25 µM]
CC(=O)c1ccc(NC(=O)CSc2nnc(-c3ccncc3)n2C2CC2)cc1	5
Cc1cc(C(=O)NNS(=O)(=O)c2ccc(F)cc2)nn1C(C)(C)C	6
COCCCNC(=S)N1CCN(c2nc3ccccc3s2)CC1	-11
COc1ccc(N2CCN(C(=O)C3CCCO3)CC2)cc1 (stereo not given)	7
O=C(NC1CCN(Cc2ccccc2)CC1)c1cc(Br)c(Br)[nH]1	22
CC(C)N1CCC(N2CCN(Cc3cccc4nonc34)CC2CCO)CC1 (stereo not given)	4
CN(C)c1ccc(-c2nnn(CC(=O)Nc3ccc4c(c3)OCCO4)n2)cc1	-5
Cc1nc2ccc(N)cc2s1	-2
O=C(C[C@H]1C[C@@H]2c3cc(NC(=O)Nc4ccccc4F)ccc3O[C@@H]2[C@H](CO)O1)NCc1ccccn1	-21[25 µM]
O=C(NCC1CCCO1)c1ccc(COc2ccccc2)o1 (stereo not given)	-7
CCCCN(CCCC)Cc1ccc(N)cc1	11
CCOCCCN1C(=O)C(=O)N(CC(=O)N2c3ccccc3NC(=O)CC2C)C1=O (stereo not given)	-1
CN(C)S(=O)(=O)Nc1cccc(Br)c1	0
COC(=O)C1=C(C)NC(=O)NC1c1ccc(-c2ccc(F)cc2)o1 (stereo not given)	4
CC1(C(=O)NS(=O)(=O)C2CC2)CCCN(C(=O)c2cccc(OC(F)(F)F)c2)C1 (stereo not given)	-7
O=C(C1CCCN(S(=O)(=O)c2ccc(F)cc2)C1)N1CCOCC1 (stereo not given)	-9
COCC(=O)N(C)C[C@@H]1[C@@H](c2ccc(-c3ccccc3)cc2)[C@H](CO)N1C(C)=O	-12[25 µM]
CC(C)CC(=O)NC(NC(=O)CC(C)C)c1cccc([N+](=O)[O-])c1	7
CC1([N+](=O)[O-])COC(c2cccc3ccccc23)OC1 (stereo not given)	-3
CCOc1ccc2[nH]c(=O)c(CN(CCO)C(=O)c3ccc(OC)c(OC)c3)cc2c1	8
O=C(NC1CCS(=O)(=O)C1)c1cccnc1 (stereo not given)	6
COc1ccc(-n2c(C)nc3cc(C(=O)N4CCOCC4)ccc32)cc1	17
CN(C)C(=O)c1snnc1-c1ccccc1	0
CCOc1ccc(S(=O)(=O)N2CCN(C(=O)C3CCC3)CC2)cc1	-4
CCCC(C)n1[nH]c(=O)c2c(C)cc(C)nc21 (stereo not given)	10
CCN(CC(=O)NC)S(=O)(=O)c1ccc(Br)cc1	10
CCCCn1c(N)c(N(CCOC)C(=O)COC(=O)CSc2cc(C)c3ccccc3n2)c(=O)[nH]c1=O	11
CCOC(=O)N1CCN(C(=O)Cc2cccc3ccccc23)CC1	5

Part of the list above in another layout:
| molecule | BL2 CD40 inh |
| --- | --- |
| CN(C)c1ccc(-c2nnn(CC(=O)Nc3ccc4c(c3)OCCO4)n2)cc1 | -5 |
| Cc1nc2ccc(N)cc2s1 | -2 |
| O=C(C[C@H]1C[C@@H]2c3cc(NC(=O)Nc4ccccc4F)ccc3O[C@@H]2[C@H](CO)O1)NCc1ccccn1 | -21[25 µM] |
| O=C(NCC1CCCO1)c1ccc(COc2ccccc2)o1 (stereo not given) | -7 |
| CCCCN(CCCC)Cc1ccc(N)cc1 | 11 |
| CCOCCCN1C(=O)C(=O)N(CC(=O)N2c3ccccc3NC(=O)CC2C)C1=O (stereo not given) | -1 |
| CN(C)S(=O)(=O)Nc1cccc(Br)c1 | 0 |
| COC(=O)C1=C(C)NC(=O)NC1c1ccc(-c2ccc(F)cc2)o1 (stereo not given) | 4 |
| CC1(C(=O)NS(=O)(=O)C2CC2)CCCN(C(=O)c2cccc(OC(F)(F)F)c2)C1 (stereo not given) | -7 |
| O=C(C1CCCN(S(=O)(=O)c2ccc(F)cc2)C1)N1CCOCC1 (stereo not given) | -9 |
| COCC(=O)N(C)C[C@@H]1[C@@H](c2ccc(-c3ccccc3)cc2)[C@H](CO)N1C(C)=O | -12[25 µM] |
| CC(C)CC(=O)NC(NC(=O)CC(C)C)c1cccc([N+](=O)[O-])c1 | 7 |
| CC1([N+](=O)[O-])COC(c2cccc3ccccc23)OC1 (stereo not given) | -3 |
| CCOc1ccc2[nH]c(=O)c(CN(CCO)C(=O)c3ccc(OC)c(OC)c3)cc2c1 | 8 |
| O=C(NC1CCS(=O)(=O)C1)c1cccnc1 (stereo not given) | 6 |
| COc1ccc(-n2c(C)nc3cc(C(=O)N4CCOCC4)ccc32)cc1 | 17 |
| CN(C)C(=O)c1snnc1-c1ccccc1 | 0 |
| CCOc1ccc(S(=O)(=O)N2CCN(C(=O)C3CCC3)CC2)cc1 | -4 |
| CCCC(C)n1[nH]c(=O)c2c(C)cc(C)nc21 (stereo not given) | 10 |

Continuation.
SMILES	BL2 CD40 inh
Cc1noc(C)c1C(=O)Nc1ccccc1C(=O)NCCc1ccccc1	12
OC[C@@H]1CN(Cc2ccncc2)C[C@H](n2cnc3c(NCc4ccncc4)ncnc32)O1	1
Fc1ccc(-n2cc(-c3ccccc3)[n+]3c2SCC3)cc1	13
O=C(NCc1ccco1)c1cc(S(=O)(=O)N2CCCCC2)ccc1Cl	-13
COCC(=O)N1C[C@@H]2[C@H](c3ccccc31)[C@@H](CO)N2C(=O)C1CCCC1	-8[25 µM]
Cc1cc(C)n2nc(Sc3ncccc3[N+](=O)[O-])nc2n1	11
O=C(CSc1nc2nn(-c3ccccc3)c(=O)c-2c2n1CCCCC2)Nc1ccc(OC(F)F)cc1	3
CC1CCCCC1n1c(-c2cccnc2)n[nH]c1=S (stereo not given)	8
COc1ccc(S(=O)(=O)N2CCOCC2)cc1NC(=O)CC1CC2CCC1C2 (stereo not given)	5
CCCCCCCCNc1ncnc2ccccc12	10
CCOC(=O)C1(CCc2ccccc2)CCN(C(=O)CCn2cnnn2)CC1	-27
O=S(=O)(N1CCCCCC1)N1CCN(S(=O)(=O)N2CCCCC2)CC1	8
CN1CCN(C(=O)C[C@H]2CC[C@H]3[C@@H](COC[C@@H](O)CN3C(=O)c3ccccc3F)O2)CC1	2[25 µM]
O=C(CCCOc1ccc(Cl)cc1Cl)NCCCO	-14
CCCCCCCSc1nc(N)cc(=O)[nH]1	7
O=C(Nc1ccc(N2CCOCC2)cc1)c1ccc(Cl)cc1N1CCCC1=O	-1
CSc1nnc(C(C)c2ncc(C(F)(F)F)cc2Cl)n1C (stereo not given)	18
COC(=O)c1nc(N)sc1C(C)C	7
OC(COC(c1ccccc1)c1ccccc1)CN1CCc2ccccc2C1 (stereo not given)	7
CCOC(=O)N1CCN(C(=O)c2noc(C(C)C)c2[N+](=O)[O-])CC1	-3
